PKA-R1A act – activators of PKA-R1A complex; P00514+P68181; PKA-R1A dissociation, Cy5-IP20 fluorescence polarization; scaled: DMSO 0%, 113 µM cGMP 100%; activation, % at 11.4 µM; hit rate 0.083% among 340,000; AID 504707;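 active means percent activation above the mean of all tested compounds plus 3 SD, cut at about 19% in these data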;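 further: higher means more PKAc released from R1A so a rise in polarization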
MOR-DOR inv ag – inverse agonists of human mu-delta opioid receptor heterodimerization; cell-based MOR-DOR heterodimer luminescence, inverse agonism; inhibition, % at 9.3 µM; hit rate 0.21% among 340,000; AID 504357; in the data active means inhibition above about 22%, passing the limit was not always enough;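 further: 0% = cells with DMSO and 100% = wells without cells with DMSO; values of inactives mirror those of a sister screen read the other way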
SUMO Mot1 rescue – blocks SUMOylation pathway, rescuing yeast Mot1-301 growth; S. cerevisiae Mot1-301 growth rescue, ATP luminescence, 38.5C; percent above DMSO median, 100 means doubled; growth rescue, % at 18.8 µM; hit rate 1% among 320,000;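 active means every valid replicate shows activation above 250% relative to neutral control wells; inactive means the rest, any valid replicate at or below 250%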;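 further: OY570 slx delta 5 strain wells were the positive control but not used for scaling; some compounds called inactive have numbers as strong as hits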
PfHsp90 yeast 2 – growth inhibition of yeast expressing Plasmodium Hsp90; S. cerevisiae expressing PfHsp90, BacTiter-Glo ATP, 48 h; yeast lacking PDR1 and PDR3 efflux regulators; inhibition, % at 9.4 µM; hit rate 0.32% among 310,000; AID 504621;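 active means every replicate shows inhibition above about 80%, whatever the replicate mean, limit read from the data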;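 further: 0% = DMSO neutral controls and 100% = 20 µM radicicol positive controls; yeast relying on Plasmodium falciparum Hsp90 in place of its own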
phage Ecoli inh – E. coli growth loss with phage present. hit rate 0.26% among 360,000. inhibition, % at 11.9 µM. AID 651602. growth absorbance; in the data active means inhibition above about 11%
HTR5A inv ag – inverse agonist of human HTR5A in OPRM1-OPRD1 counter-screen. hit rate 0.083% among 340,000. P47898. HTR5A cell line, luminescence, inverse agonism. AID 504634. inhibition, % at 9.3 µM; in the data active means inhibition mostly above about 23%, no sharp cut-off; inactive means mostly below about 18%;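 further: 0% = cells with DMSO and 100% = no-cell wells with DMSO; some compounds called inactive have numbers as strong as hits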
Target sequence (P47898 whole entry, looked up): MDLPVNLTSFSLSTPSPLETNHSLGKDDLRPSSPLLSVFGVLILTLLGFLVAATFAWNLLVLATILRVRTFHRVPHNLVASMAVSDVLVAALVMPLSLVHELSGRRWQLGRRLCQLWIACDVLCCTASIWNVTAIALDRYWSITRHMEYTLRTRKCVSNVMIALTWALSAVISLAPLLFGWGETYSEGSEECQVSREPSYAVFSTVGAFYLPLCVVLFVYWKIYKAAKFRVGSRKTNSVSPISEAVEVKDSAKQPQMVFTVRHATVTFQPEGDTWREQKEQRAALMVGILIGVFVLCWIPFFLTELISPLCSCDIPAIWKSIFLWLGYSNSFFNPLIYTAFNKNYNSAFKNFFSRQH
HTR5A ag ctr – counter-screen for OPRM1-OPRD1 agonists: human HTR5A agonism. P47898. HTR5A agonist assay, luminescence, cell-based. activation, % at 9.3 µM. hit rate 0.61% among 340,000; in the data active means activation mostly above about 9.5%, no sharp cut-off; inactive means mostly below about 7.6%;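 further: 0% = cells with vehicle only and 100% = reference agonist; strong numbers were not always called active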
AddAB inh – less growth of phage-infected E. coli with AddAB; E. coli expressing H. pylori AddAB, absorbance growth; inhibition, % at 11.9 µM; hit rate 0.29% among 330,000; AID 435030; in the data active means inhibition above about 12%;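 further: 0% = vehicle wells of infected cells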
E coli growth – bacterial growth inhibition, counter-screen for AddAB inhibitors. hit rate 0.27% among 330,000. E. coli V3065 growth, OD600 absorbance, 18 h. AID 449728. inhibition, % at 11.9 µM;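 active means inhibition above the campaign's mean inhibition across all tested compounds plus 3 SD, cut at about 9.9% in these data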;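 further: uninfected addAB+ strain grown without phage in ampicillin broth; 0% = DMSO wells and 100% = ciprofloxacin 0.95 µg/ml wells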
DSG3 Ab inh – human desmoglein-3 autoantibody binding inhibition; hit rate 0.48% among 310,000; AID 588358; DSG3-coupled beads, scFv-anti-DSG3-GFP binding, flow cytometry; active compounds read low; binding (percent of control), % at 10 µM;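 active means binding more than 3 SD below its plate's average and above zero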;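 further: hits lower antibody fragment binding to DSG3; some compounds called inactive have numbers as strong as hits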
MOR-DOR ag – OPRM1-OPRD1 heterodimerization agonism; AID 504326; activation, % at 9.3 µM; P35372+P41143; hit rate 0.3% among 340,000; cells, luminescence; in the data active means activation above about 18%;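 further: 0% = vehicle-treated cells and 100% = reference agonist; values of inactives mirror those of a sister screen read the other way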
Active calls of the source: *; . = not tested or not shown.

SMILES | PKA-R1A act | MOR-DOR inv ag | SUMO Mot1 rescue | PfHsp90 yeast 2 | phage Ecoli inh | HTR5A inv ag | HTR5A ag ctr | AddAB inh | E coli growth | DSG3 Ab inh | MOR-DOR ag
COc1cc(NC(=O)COC(=O)CNC(=O)c2ccc(C)cc2)c(C)cc1[N+](=O)[O-] | -8.5 | -3.6 | 24.7 | 0.1 | 5.9 | 4.5 | -1.6 | 1.6 | 2.0 | 88.3 | 0.5
O=C(C[n+]1cc(Br)cc(Br)c1)c1ccc(-c2ccccc2)cc1 | -6.7 | 9.3 | -6.1 | -14.3 | 2.7 | -33.7 | 8.7 | 0.7 | -3.1 | 94.0 | -2.0
Cc1ccc(S(=O)(=O)N[C@@H](C)C(=O)N2CCC(C(=O)N[C@@H](Cc3ccccc3)C(=O)O)CC2)cc1 | -2.6 | 16.8 | -1.7 | 14.2 | 2.0 | -8.1 | 2.1 | 3.0 | 2.5 | . | -3.2
COc1ccc(Oc2coc3cc(O)ccc3c2=O)cc1 | -7.6 | 20.1 | -10.0 | -8.5 | 3.1 | 3.1 | -0.9 | . | . | 114.8 | -4.1
COc1ccc([C@H]2[C@H](C(=O)OC(C)(C)C)N3N=Cc4ccccc4C3C23C(=O)c2ccccc2C3=O)cc1OC (some centres not stated) | 1.4 | -11.6 | 31.2 | 17.5 | . | -6.8 | 2.5 | 3.9 | 1.4 | 101.7 | 1.9
O=C(c1ccco1)N1CCN(Cc2cc(=O)c(OCc3ccccc3)co2)CC1 | 3.4 | -26.6 | . | 25.0 | 2.1 | -11.7 | 3.3 | 0.3 | 1.0 | 99.4 | 4.0
COc1ccc(Cc2nnc3c4cnn(C)c4ncn23)cc1 | -2.0 | 13.1 | 145.0 | -7.6 | 4.0 | 11.6 | -0.5 | -0.4 | 0.7 | 111.4 | -2.4
O=C(Cc1csc(NC(=O)Nc2cccc(Cl)c2)n1)NC1CCCC1 | 2.4 | -33.5 | -14.2 | 6.7 | 3.7 | -18.5 | 2.1 | 0.5 | 1.8 | 96.0 | 6.9
CCOC(=O)C1(Cc2ccccc2)CCN(Cc2cccc3c2OCO3)CC1 | 5.3 | -16.0 | 3.5 | -1.2 | 4.7 | 5.5 | -2.0 | 1.1 | -0.4 | 104.5 | 2.9
CN(c1ccccc1)S(=O)(=O)c1ccc(Cl)c(C(=O)Nc2ccc(N3CCOCC3)cc2)c1 | 7.8 | -0.9 | . | -10.1 | 0.3 | -7.0 | 2.5 | 1.3 | 0.2 | 106.2 | 0.2
COc1ccc(-c2[nH]ncc2CNCCc2ncccc2C)cc1F | 2.7 | 13.9 | -16.5 | 20.1 | 2.4 | -8.4 | 2.6 | 3.6 | -0.6 | 97.3 | -2.8
Cc1cc2ccc(C)c(C)c2nc1SCC#N | 1.5 | -24.1 | -12.0 | 29.0 | 1.7 | -35.0 | 2.3 | 0.7 | -1.8 | . | 3.9
CCCCc1nnc(NC(=O)CSc2nc(N)cc(=O)[nH]2)s1 | 6.9 | 1.0 | 14.8 | 13.9 | 4.3 | -4.1 | 1.6 | 0.2 | 1.0 | 101.5 | -0.2
CC1(c2ccc3noc(-c4ccc(Cl)cc4)c3c2)OCCO1 | -7.3 | -39.8 | 114.7 | -9.8 | 1.9 | -7.5 | -2.3 | 0.7 | 2.5 | 100.3 | 9.4
CC(=O)N[C@H]1[C@H]([C@H](O)[C@H](O)CO)O[C@](O)(C(=O)O)C[C@@H]1O | 3.2 | 11.8 | . | 13.1 | 4.0 | 0.6 | -0.2 | . | . | 100.2 | -2.2
Cc1cc(=O)oc2cc(NC(=O)c3cccc(S(=O)(=O)N(C)C)c3)ccc12 | -4.1 | 8.6 | -2.4 | 8.1 | 3.2 | -12.2 | 4.3 | 2.4 | 0.9 | . | -1.3
COc1ccc(/C=N\NC(=O)COc2ccccc2Cl)cc1Cn1nc(C)cc1C | 5.2 | -81.3 | 2.0 | -8.2 | 0.6 | -24.5 | 1.6 | 3.7 | 0.5 | 96.1 | 14.4
O=C(C[C@H]1C/C=C\CC[C@H](Cc2ccc(F)cc2)C(=O)OC[C@H]2CCCN2C1=O)NCCO | 1.6 | 11.8 | -13.0 | -5.0 | 4.1 | -7.5 | 0.5 | 2.2 | 0.7 | 98.4 | -2.6
O=C(O)CSCC(=O)NCc1csc2ccc(Cl)cc12 | . | . | -6.2 | -4.2 | -0.6 | . | . | 0.8 | -4.3 | 99.5 | .
O=C(CN1C(=O)NC2(CCCc3ccccc32)C1=O)N1CCN(C(=O)c2ccco2)CC1 (configuration not stated) | 6.2 | 13.3 | 1.6 | -22.9 | 4.3 | -7.6 | -1.8 | 2.7 | 0.0 | 106.4 | -2.4
OCC1CCCN(Cc2ccc(-c3ccccc3)cc2)C1 (configuration not stated) | -9.2 | 5.3 | 70.4 | -6.9 | -0.3 | 6.1 | 2.8 | 0.4 | -0.1 | 98.8 | -1.0
COc1cc(S(=O)(=O)NC2CCCC2)ccc1-n1cnnn1 | -2.0 | 11.1 | -2.3 | 11.9 | 0.2 | -25.1 | 8.8 | -0.6 | 0.7 | 103.1 | -1.7
O=C(N/N=C/c1cccc(Br)c1)C1CC(=O)N(c2ccccc2)C1 (configuration not stated) | -1.9 | -2.8 | 105.6 | 18.8 | 2.3 | -8.7 | 4.0 | 1.7 | -1.8 | 99.5 | 0.5
O=C(c1c(Cl)cccc1Cl)N1CCN(c2ccccn2)CC1 | -10.6 | 6.6 | -4.3 | -17.3 | 2.0 | 2.1 | -0.7 | 3.4 | 4.4 | 94.2 | -1.2
Cc1ccc(S(=O)(=O)/N=C/N(C)C)cc1 | 5.9 | 13.2 | 189.1 | -0.7 | 1.6 | 11.0 | -3.0 | 0.8 | -1.2 | 93.4 | -2.5

The last 2 records of the part above come first, to join the parts.
SMILES | PKA-R1A act | MOR-DOR inv ag | SUMO Mot1 rescue | PfHsp90 yeast 2 | phage Ecoli inh | HTR5A inv ag | HTR5A ag ctr | AddAB inh | E coli growth | DSG3 Ab inh | MOR-DOR ag
O=C(c1c(Cl)cccc1Cl)N1CCN(c2ccccn2)CC1 | -10.6 | 6.6 | -4.3 | -17.3 | 2.0 | 2.1 | -0.7 | 3.4 | 4.4 | 94.2 | -1.2
Cc1ccc(S(=O)(=O)/N=C/N(C)C)cc1 | 5.9 | 13.2 | 189.1 | -0.7 | 1.6 | 11.0 | -3.0 | 0.8 | -1.2 | 93.4 | -2.5
CC1=CC(C)(C)NC(=S)N1c1ccc(C)cc1C | 3.9 | 2.3 | -1.3 | . | 1.6 | 14.6 | 4.1 | 0.7 | 1.1 | 111.9 | -0.5
Cc1ccc(-c2ccc(/C=N/c3ncn[nH]3)o2)cc1Cl | -2.2 | 10.6 | . | -3.1 | 2.5 | -8.7 | 3.1 | 1.0 | -1.1 | 103.8 | -1.9
CC(Cc1n[nH]c(=S)o1)c1ccccc1 (configuration not stated) | -7.5 | 8.9 | -12.8 | 24.6 | 1.4 | 0.6 | -0.2 | 0.1 | -0.8 | 100.0 | -1.9
COC(=O)c1ccc(C(=O)OC)c(NC(=S)N2CCCC(CO)C2)c1 (configuration not stated) | -12.0 | -1.4 | 11.1 | -18.9 | 2.1 | -0.3 | 0.1 | -1.5 | -2.5 | 103.1 | 0.3
Cc1noc(C)c1C(=O)N1CCN(S(=O)(=O)c2cccc(Cl)c2Cl)CC1 | -0.5 | 11.8 | -15.9 | 9.8 | -1.4 | 7.4 | 3.2 | 0.1 | -0.2 | 101.3 | -2.3
COc1cc(CNC2CCCC2)cc(Cl)c1OCc1ccccc1Cl | -11.3 | -77.1 | 66.0 | 18.2 | . | -18.8 | 5.8 | 2.9 | -1.1 | 102.2 | 14.5
CCCn1nc(NC(=O)c2cccs2)c2cc3ccccc3nc21 | 2.1 | 2.8 | -8.0 | . | 4.5 | 13.5 | -5.2 | -1.2 | -5.2 | 92.2 | -0.6
O=S1(=O)N=C2CCCCCN2C(c2ccc(F)cc2)N1 (configuration not stated) | -5.5 | 10.8 | 1.8 | 22.3 | 3.0 | 7.8 | 5.9 | 1.8 | -0.3 | 96.0 | -2.0
CCN(CC)CCCNC(=O)c1[nH]c2ccccc2c1Sc1ccc(Cl)cc1 | 4.9 | -7.9 | 2.7 | -7.7 | -0.4 | 2.5 | -0.7 | -1.0 | -1.6 | 107.3 | 1.6
CCOC(=O)N1C(=O)[C@@](CC)(c2ccccc2)N1C(=O)OCC | -4.2 | 8.6 | -10.8 | 4.8 | 1.9 | 5.3 | -1.5 | 1.1 | 0.0 | 96.6 | -1.6
COc1ccccc1N1CCN(C(=O)C2c3ccccc3Oc3ccccc32)CC1 | -12.9 | 11.2 | -12.6 | . | 1.7 | 1.6 | -0.8 | 3.0 | -0.6 | 112.6 | -2.3
Cn1c(S(=O)(=O)c2ccc([N+](=O)[O-])cc2)nc(Br)c1Br | 3.5 | -35.8 | -10.0 | -4.9 | 3.4 | -24.0 | 3.7 | -0.2 | -2.1 | 109.0 | 7.0
CC(C)CC(c1nnnn1CCc1ccccc1)N1CCN(C(=O)c2ccco2)CC1 (configuration not stated) | -10.0 | 10.5 | -11.8 | 10.3 | -1.3 | 1.8 | -2.9 | -1.6 | -0.6 | 96.3 | -2.0
Cc1nc2ccccc2c2c1C(=O)N(C)C2=O | -2.4 | 10.3 | -0.2 | -14.0 | -1.0 | -10.6 | 4.1 | -0.7 | -0.8 | 108.6 | -1.8
COC(=O)CCNS(=O)(=O)c1ccc2nsnc2c1 | -5.2 | 7.1 | 67.6 | -15.1 | 3.4 | -14.7 | 5.0 | 3.6 | -2.8 | 100.8 | -1.2
CCOC(=O)c1nnn2c3ccccc3c(=O)n(C)c12 | . | . | -6.8 | . | 1.0 | . | . | -0.6 | 0.2 | 111.4 | .
O=C(c1ccccc1N1CCOCC1)N1CCCC(Nc2ccc(F)cc2)C1 (configuration not stated) | -5.5 | 10.3 | -6.0 | -0.8 | 1.0 | 8.7 | -3.9 | 2.4 | -0.6 | . | -2.0
Cc1ccc(N)c(C(O)(C(F)(F)F)C(F)(F)F)c1 | 8.0 | -5.4 | -17.0 | -1.9 | 2.9 | -19.3 | 6.5 | 3.7 | 2.0 | 106.4 | 1.1
Cc1ccc(C(C)C)c(OCCNCc2ccccc2)c1 | 4.0 | -31.4 | -11.2 | 6.4 | 3.1 | -13.4 | 3.6 | 3.4 | 2.1 | 124.4 | 6.3
COC(=O)Cn1cnc2c(cnn2-c2ccc(OC)cc2)c1=O | 3.7 | 6.8 | -19.3 | 11.4 | 1.3 | -52.6 | 9.6 | 0.8 | -0.4 | 107.5 | -1.3
COC(c1ccccc1)c1nnc(CCC(=O)N(C)CCc2ccccc2)o1 (configuration not stated) | -9.0 | 4.2 | -10.5 | 6.6 | 4.1 | 26.0 | -2.3 | 2.6 | -1.8 | 101.5 | -0.6
Cc1ccccc1NC(=O)c1sc2nc(N3CCOCC3)c3c(c2c1N)CCCC3 | 4.0 | 21.2 | -2.3 | 28.4 | 1.4 | 2.6 | -1.5 | -0.9 | 2.1 | 95.7 | -3.9

A few values from the list:
MOR-DOR inv ag with `O=C(c1c(Cl)cccc1Cl)N1CCN(c2ccccn2)CC1` reads 6.6
AddAB inh with `CC1=CC(C)(C)NC(=S)N1c1ccc(C)cc1C` reads 0.7

Compounds as they come; any-hit rate near 3.2%.
